# mIAP block = mouse IAP inhibition; purified mouse IAP, CDP-Star luminescence, 30 min; actives 0.2% (n = 330,000); inhibition, % at 10 µM;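 active = inhibition of at least 40% at 10 µM in the primary screen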;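 note: plate controls were DMSO with enzyme for no effect and no enzyme wells for full effect; values of inactives mirror those of a sister screen read the other way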
# Apaf1 inhib = blocks human Apaf-1 apoptosome activity. O14727. reconstituted apoptosome caspase-3 activity, DEVD-Rh110 fluorescence. inhibition, % at 20 µM. actives 0.71% (n = 330,000); active = inhibition of at least 40% at 20 µM;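 note: plate controls were DMSO wells for no effect and DEVD-CHO caspase inhibitor wells for full effect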
#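 System: Apoptosome proteins | Medium: Hepes pH 7.5 with detergent and BSA | Also added: Cytochrome c trigger plus (Z-DEVD)2-Rh110 caspase-3 substrate | Incubation: 30 min compound preincubation, 50 min activation, room temperature | Detection: Rhodamine 110 fluorescence at Ex 480/Em 540 nm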
# ATG4B inhibitor = ATG4B (human) cysteine protease inhibition | actives 0.51% (n = 340,000) | AID 504462 | inhibition, % at 8.33 µM | Q9Y4P1 | ATG4B cleavage of LC3-PLA2, NBD-HPC fluorescence, 1 h; in the data active = inhibition above about 40%
# Target sequence (Q9Y4P1 whole entry, looked up): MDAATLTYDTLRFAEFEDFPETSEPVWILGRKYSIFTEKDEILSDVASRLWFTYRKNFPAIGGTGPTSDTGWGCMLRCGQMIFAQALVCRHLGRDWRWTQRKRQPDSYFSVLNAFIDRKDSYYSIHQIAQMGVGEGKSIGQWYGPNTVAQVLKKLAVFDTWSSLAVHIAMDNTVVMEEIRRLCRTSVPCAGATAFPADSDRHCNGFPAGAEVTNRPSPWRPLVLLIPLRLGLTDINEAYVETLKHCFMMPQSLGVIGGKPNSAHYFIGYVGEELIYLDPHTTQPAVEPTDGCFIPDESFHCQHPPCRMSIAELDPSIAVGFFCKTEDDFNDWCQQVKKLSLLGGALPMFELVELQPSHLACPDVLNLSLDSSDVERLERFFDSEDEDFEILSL
# tim10-1 inh = inhibits growth of tim10-1 mutant yeast; AID 463190; inhibition, % at 20 µM; S. cerevisiae tim10-1 ts strain growth, BacTiter-Glo, 24 h; actives 2.2% (n = 330,000);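 active = inhibition of at least 40%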;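 note: mutant grown at 25 °C; 0% = DMSO wells with yeast and 100% = wells holding no yeast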
# TIM10 inh = inhibits growth of TIM10 yeast strain; actives 1.4% (n = 330,000); AID 463195; inhibition, % at 10 µM; S. cerevisiae TIM10 strain growth, BacTiter-Glo luminescence, 24 h;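 active = inhibition of 40% or more at the single tested concentration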;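 note: wild-type TIM10 isogenic control strain grown at permissive 25 °C; 0% = DMSO yeast wells and 100% = minimal medium wells without yeast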
# hIAP block = human IAP inhibition. P09923. purified IAP, CDP-Star luminescence, 30 min. inhibition, % at 10 µM. actives 0.12% (n = 330,000). AID 2544;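 active = inhibition reaching a set limit with compound at 10 µM in the primary screen, cut at about 35% in these data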;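 note: plate controls were DMSO wells with enzyme for no effect and no-enzyme buffer wells for full effect; values of inactives mirror those of a sister screen read the other way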
# Target sequence (P09923 whole entry, looked up): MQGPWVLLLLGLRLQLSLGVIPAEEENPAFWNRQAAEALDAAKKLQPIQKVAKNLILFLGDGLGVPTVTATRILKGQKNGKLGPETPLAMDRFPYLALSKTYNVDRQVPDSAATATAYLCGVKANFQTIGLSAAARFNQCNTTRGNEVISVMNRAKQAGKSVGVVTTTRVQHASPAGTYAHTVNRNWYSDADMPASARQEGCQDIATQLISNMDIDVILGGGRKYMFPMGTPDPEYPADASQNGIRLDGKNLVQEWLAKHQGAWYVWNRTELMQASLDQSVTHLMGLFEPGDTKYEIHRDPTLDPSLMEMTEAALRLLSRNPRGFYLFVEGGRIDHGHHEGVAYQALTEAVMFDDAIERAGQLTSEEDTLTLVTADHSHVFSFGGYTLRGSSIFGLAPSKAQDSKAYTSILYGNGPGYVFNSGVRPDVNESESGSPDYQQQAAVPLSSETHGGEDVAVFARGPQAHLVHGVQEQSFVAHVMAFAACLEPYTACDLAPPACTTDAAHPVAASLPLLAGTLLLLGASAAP
# NALP3 yeast inh = inhibitors of NALP3 inflammasome in yeast; Yeast reconstituted NLRP3/ASC/caspase-1, beta-gal luminescence, 24 h; inhibition, % at 10 µM; actives 0.39% (n = 330,000);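 active = inhibition of 50% or more; inactive = inhibition below 50%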;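 note: plate controls were induced DMSO wells for no effect and uninduced yeast grown without galactose for full effect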
# hIAP act = increases human intestinal alkaline phosphatase activity; purified human IAP, CDP-Star luminescence, 30 min; hits give high values; 1 = vehicle-only enzyme, 0 = enzyme-free background; activation factor at 10 µM; actives 0.16% (n = 330,000); AID 2524;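 active = activation factor of the enzyme at least 2-fold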; note: the source names both 10 and 20 µM as test concentration; values of inactives mirror those of a sister screen read the other way
# mIAP act = increases mouse intestinal alkaline phosphatase activity; muIAP, CDP-Star luminescence, 30 min; hits give high values; 1 = vehicle-only enzyme signal, 0 = enzyme-free wells; activation factor at 10 µM; AID 2805; actives 0.24% (n = 330,000);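 active = activation factor of at least 2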; note: the source names both 10 and 20 µM as test concentration; values of inactives mirror those of a sister screen read the other way
#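 Assay system: mouse IAP enzyme; Reagent: CDP-Star chemiluminescent phosphatase substrate; Compound: DMSO-dissolved test compounds; Incubation: 30 min, room temperature; Technique: luminescence from enzymatic CDP-Star hydrolysis; Controls: DMSO-only wells and no-enzyme negative control.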
# Active calls of the source: *; nt = no result given.
[1] COCCCn1c(=O)c2sccc2n2c(CCCC(=O)N(C)Cc3ccco3)nnc12
[2] COc1ccc(C2CC(c3ccccc3)n3nnnc3N2)cc1 (centres undefined)
[3] CSCC[C@H](NC(=O)[C@H]1CC[C@H](CNC(=O)[C@@H](N)Cc2ccccc2)CC1)C(=O)O
[4] COc1ccc(Cc2nnc(NN)[nH]c2=O)cc1OC
[5] O=C(N/N=C/c1ccc2c(c1)OCO2)c1ccc2c(c1)OCO2
[6] CSc1nc2ccc(NC(=O)c3cccs3)cc2s1
[7] CCC(C)(C)n1nnnc1C(c1cc2cc(C)cc(C)c2[nH]c1=O)N1CCCC1 (centres undefined)
[8] O=C(Nc1cccc(-c2ccc(N3CCOCC3)nn2)c1)c1ccccc1
[9] COC(=O)C1C(=O)C(C(=O)/C=C/c2ccccc2)C(=O)CC1(C)C (centres undefined)
[10] CC(C)NC(=O)[C@]1(C)CCC[C@@]2(C)C3CC[C@@]4(C)C[C@]3(CCC21)CC4=O (some centres undefined)

assay / compound,1,2,3,4,5,6,7,8,9,10
mIAP block,-5,-4,0,7,6,-12,16,-1,-3,-12
Apaf1 inhib,0,7,4,5,6,12,0,3,5,14
ATG4B inhibitor,-6,-9,-9,-7,-6,-3,-8,-12,3,-1
tim10-1 inh,3,35,6,-7,-9,-57,29,8,-28,15
TIM10 inh,-14,12,4,7,-1,24,16,5,-10,4
hIAP block,-2,7,-9,-6,4,-4,5,-3,5,-10
NALP3 yeast inh,9,7,9,1,12,41,14,5,20,59*
hIAP act,1,0.93,1.1,1.1,0.96,1,0.95,1,0.95,1.1
mIAP act,1,1,1,0.93,0.94,1.1,0.84,1,1,1.1

[11] CC(C)N1CCC(N2CCN(Cc3nc4ccccc4s3)CC2CCO)CC1 (centres undefined)
[12] O=C(CNC(=O)c1cccc(Cl)c1)NCCCSc1ccccc1
[13] CC1(C)CC(=O)C(C=NCc2ccc3c(c2)OCO3)=C(O)C1
[14] CCC(C)NC(=S)NNC(=O)c1ccc(C(C)(C)C)cc1 (centres undefined)
[15] CCOCCN1CCN(C2c3ccccc3CSc3ccccc32)CC1 (centres undefined)
[16] O=C1c2ccccc2S(=O)(=O)N1Cc1cc(=O)n2ccsc2n1
[17] CCCC(=O)Nc1ccc(NC(=O)c2ccccn2)cn1
[18] COc1ccc(NC(=O)COC(=O)C2CC2)cc1S(=O)(=O)N1CCCCC1
[19] CCOC(=O)c1cnc(SCC(C)C)nc1N
[20] Cc1cc(C)cc(NC(=O)CSc2cc(C(=O)c3nccn3C)c3ccccc3n2)c1

assay / compound,11,12,13,14,15,16,17,18,19,20
mIAP block,10,-8,3,-1,5,-3,0,-2,-6,-3
Apaf1 inhib,-1,11,10,19,-10,-1,12,-10,13,3
ATG4B inhibitor,-4,1,-10,-2,-2,0,-7,-3,-8,6
tim10-1 inh,6,-1,11,25,23,2,8,-3,16,18
TIM10 inh,-1,-6,-17,31,25,-4,17,-6,-5,-25
hIAP block,-6,-11,-18,-74,-61,18,-2,16,4,1
NALP3 yeast inh,2,26,36,9,7,11,9,21,-17,14
hIAP act,1.1,1.1,1.2,1.7,1.6,0.82,1,0.84,0.95,0.99
mIAP act,0.9,1.1,0.97,1,0.95,1,1,1,1.1,1

[21] COc1ccc(N=Cc2c(OC)ccc3ccccc23)cc1
[22] O=C(CN1C(=O)NC2(CCCC2)C1=O)Nc1nc(-c2ccc(F)c(F)c2)cs1
[23] O=C1C2C3C=CC(C3)C2C(=O)N1CCC(=O)N1CCc2ccccc21 (centres undefined)
[24] O=C(NCCc1ccccc1)C1CC(=O)N(C2CCCC2)C1 (centres undefined)
[25] Cc1ccc(SCC(=O)NNC(=O)c2ccccc2)c(C)c1
[26] CCCCC1C(C#N)=C(C)NC2=C1C(=O)CC(C)(C)C2 (centres undefined)
[27] Cc1ccc(OCCn2c(Br)nc3c2c(=O)n(C)c(=O)n3C)cc1
[28] COc1cccc2cc(-c3nc4ccccc4o3)c(=O)oc12
[29] CCn1cc(C(=O)N[C@H](C(=O)NCCCn2ccnc2)C(C)C)c(=O)c2cc3c(cc21)OCO3
[30] Cc1nc(N2CCN(c3ccccn3)CC2)c2c(C)c(C(=O)Nc3ccc(Br)cc3C)sc2n1

assay / compound,21,22,23,24,25,26,27,28,29,30
mIAP block,11,-2,1,-3,0,2,2,-6,2,7
Apaf1 inhib,4,3,-10,7,3,2,1,9,-7,16
ATG4B inhibitor,3,-25,3,-6,-4,-13,-1,-12,3,-3
tim10-1 inh,-2,-8,15,-8,-18,25,16,26,-16,23
TIM10 inh,4,4,-4,6,10,4,15,60*,-13,7
hIAP block,-7,-2,-2,-16,-31,-1,16,0,-33,7
NALP3 yeast inh,36,18,-4,10,6,-2,20,27,13,11
hIAP act,1.1,1,1,1.2,1.3,1,0.84,1,1.3,0.93
mIAP act,0.89,1,0.99,1,1,0.98,0.98,1.1,0.98,0.93

[31] CCOC(=O)Cc1csc(NC(=O)c2ccc(S(=O)(=O)N3CCCCC3)cc2)n1
[32] COc1cc(NC(=O)Nc2ccc(C)cc2)cc([N+](=O)[O-])c1
[33] COC(=O)C1=C(C)N(C)C(=S)N(C)C1c1cccc(Br)c1 (centres undefined)
[34] CCOc1ccc(C(C)NC(=O)c2ccccc2OCc2c(C)noc2C)cc1OCC (centres undefined)
[35] Cc1ccc(CNC(=O)CCC(=O)Nc2nnc(C3CCCCC3)s2)cc1
[36] CC1(C)Cc2ccccc2-c2nnc(SCC(=O)N3CCc4ccccc43)n21
[37] COc1ccc(-c2nn(CC(=O)N3CCCCC3)c(=O)c3ccccc23)cc1
[38] COc1ccc(C(=O)NCC(=O)OCc2ccc(F)cc2Cl)cc1OC
[39] CCOC(=O)N1CCC(NC(=O)CCc2ccccc2)CC1
[40] O=[N+]([O-])c1ccccc1Oc1cnc2ccccc2n1

assay / compound,31,32,33,34,35,36,37,38,39,40
mIAP block,12,2,2,-2,9,11,1,4,-4,-14
Apaf1 inhib,11,-1,12,13,-7,4,2,4,-4,2
ATG4B inhibitor,-6,1,0,-7,-9,10,nt,-2,-5,2
tim10-1 inh,24,6,42*,20,5,10,0,24,6,22
TIM10 inh,22,-2,25,19,9,12,-6,13,-3,-9
hIAP block,-2,13,10,2,6,0,7,-5,-17,-2
NALP3 yeast inh,3,12,19,16,22,14,15,12,0,13
hIAP act,1,0.87,0.9,0.98,0.94,1,0.93,1.1,1.2,1
mIAP act,0.88,0.98,0.98,1,0.91,0.89,0.99,0.96,1,1.1

[41] CS(=O)(=O)c1cccc(C(=O)OCC(=O)Nc2ccc3c(c2)OCO3)c1
[42] Clc1nc(NCc2ccco2)nc(N2CCCCC2)n1
[43] FC(F)(F)c1ccc(N2CCN(c3ncnc4c3nnn4Cc3ccccc3Cl)CC2)cc1
[44] COc1ccccc1OCC(=O)NCCSCc1cccc(Cl)c1
[45] CCOC(=O)N(Cc1ccccc1)Cc1ccc(C(=O)N[C@@H](Cc2ccccc2)C(=O)O)cc1
[46] CC(CCc1ccccc1)NC(=S)NC(=O)c1ccco1 (centres undefined)
[47] COc1ccc(CCNC(=O)CCNS(=O)(=O)c2cc(Br)cnc2N)cc1OC
[48] Cn1cccc1C(=O)OCC(=O)Nc1sccc1C#N
[49] c1cnc(N2CCN(c3nc4ccccc4n4cnnc34)CC2)nc1
[50] Cc1c(Cl)c(C(F)(F)F)nn1CC(=O)N1CCSCC1

assay / compound,41,42,43,44,45,46,47,48,49,50
mIAP block,8,-3,-2,-11,-8,6,2,1,3,-3
Apaf1 inhib,-1,4,13,19,-1,7,10,4,-9,6
ATG4B inhibitor,4,-6,-18,-6,-5,16,4,9,4,-3
tim10-1 inh,-19,8,3,22,7,8,-2,18,16,13
TIM10 inh,-1,-13,-23,-4,19,20,6,1,21,13
hIAP block,-3,6,-8,3,-6,16,8,-7,14,-2
NALP3 yeast inh,17,20,13,32,-2,29,4,23,22,13
hIAP act,1,0.94,1.1,0.97,1.1,0.84,0.92,1.1,0.86,1
mIAP act,0.92,1,1,1.1,1.1,0.94,0.98,0.99,0.97,1

# Some of these compounds in order of heavy-atom count, lowest first:
[46] CC(CCc1ccccc1)NC(=S)NC(=O)c1ccco1 (centres undefined)
[44] COc1ccccc1OCC(=O)NCCSCc1cccc(Cl)c1
[49] c1cnc(N2CCN(c3nc4ccccc4n4cnnc34)CC2)nc1

assay / compound,46,44,49
mIAP block,6,-11,3
Apaf1 inhib,7,19,-9
ATG4B inhibitor,16,-6,4
tim10-1 inh,8,22,16
TIM10 inh,20,-4,21
hIAP block,16,3,14
NALP3 yeast inh,29,32,22
hIAP act,0.84,0.97,0.86
mIAP act,0.94,1.1,0.97

# (list continues)
[51] Cc1oc2cc([N+](=O)[O-])c(O)c([N+](=O)[O-])c2c1C(=O)c1ccc(Br)cc1
[52] O=C(COc1ccccc1Br)Nc1ccc2c(c1)OCCCO2
[53] COc1ccc2c(c1)C(=O)N1[C@H]3c4cc(Br)ccc4OC[C@@H]3[C@H](c3ccccc3)[C@]1(C)C(=O)N2
[54] O=C(CC1SC(=Nc2ccccc2)N(Cc2ccccn2)C1=O)Nc1cccc(Cl)c1 (centres undefined)
[55] Clc1ccccc1-c1nn2c(-c3ccccn3)nnc2s1
[56] O=C(NCc1ccccc1F)C1CCCN(S(=O)(=O)c2ccc(-n3cnnn3)cc2)C1 (centres undefined)
[57] COC(=O)c1ccc(/C=N/NC(=O)CC(=O)NC2CCCCC2)cc1

assay / compound,51,52,53,54,55,56,57
mIAP block,-7,-6,-2,-18,6,-3,0
Apaf1 inhib,16,14,-8,22,8,5,1
ATG4B inhibitor,5,0,-2,-16,0,-4,-1
tim10-1 inh,25,6,27,38,40*,-4,13
TIM10 inh,15,-13,5,18,12,-17,-18
hIAP block,-3,-7,18,-10,8,2,-16
NALP3 yeast inh,21,35,-2,-4,0,2,12
hIAP act,1,1.1,0.82,1.1,0.92,0.98,1.2
mIAP act,1.1,1.1,1,1.2,0.94,1,1

# Ordered by heavy-atom count (falling): some entries from above.
[53] COc1ccc2c(c1)C(=O)N1[C@H]3c4cc(Br)ccc4OC[C@@H]3[C@H](c3ccccc3)[C@]1(C)C(=O)N2
[54] O=C(CC1SC(=Nc2ccccc2)N(Cc2ccccn2)C1=O)Nc1cccc(Cl)c1 (centres undefined)
[47] COc1ccc(CCNC(=O)CCNS(=O)(=O)c2cc(Br)cnc2N)cc1OC
[51] Cc1oc2cc([N+](=O)[O-])c(O)c([N+](=O)[O-])c2c1C(=O)c1ccc(Br)cc1
[57] COC(=O)c1ccc(/C=N/NC(=O)CC(=O)NC2CCCCC2)cc1
[52] O=C(COc1ccccc1Br)Nc1ccc2c(c1)OCCCO2
[46] CC(CCc1ccccc1)NC(=S)NC(=O)c1ccco1 (centres undefined)
[50] Cc1c(Cl)c(C(F)(F)F)nn1CC(=O)N1CCSCC1

assay / compound,53,54,47,51,57,52,46,50
mIAP block,-2,-18,2,-7,0,-6,6,-3
Apaf1 inhib,-8,22,10,16,1,14,7,6
ATG4B inhibitor,-2,-16,4,5,-1,0,16,-3
tim10-1 inh,27,38,-2,25,13,6,8,13
TIM10 inh,5,18,6,15,-18,-13,20,13
hIAP block,18,-10,8,-3,-16,-7,16,-2
NALP3 yeast inh,-2,-4,4,21,12,35,29,13
hIAP act,0.82,1.1,0.92,1,1.2,1.1,0.84,1
mIAP act,1,1.2,0.98,1.1,1,1.1,0.94,1
